# GPT2 inhibitor: GPT2 alanine aminotransferase inhibition; Recombinant GPT2, coupled pyruvate oxidase/HRP Amplex Red fluorescence; Potency, µM (series often up to 57.7 µM), inactives show at the top dose activity change, negative = inhibition, most hits filed as inhibitors; hit rate 0.25% among 100,000; note: potency is the fitted concentration of half-maximal effect; nearly all actives have a fitted effect of over 60% in size; many of its hits are not listed in these tables
# Target sequence (Q8TD30 whole entry, looked up): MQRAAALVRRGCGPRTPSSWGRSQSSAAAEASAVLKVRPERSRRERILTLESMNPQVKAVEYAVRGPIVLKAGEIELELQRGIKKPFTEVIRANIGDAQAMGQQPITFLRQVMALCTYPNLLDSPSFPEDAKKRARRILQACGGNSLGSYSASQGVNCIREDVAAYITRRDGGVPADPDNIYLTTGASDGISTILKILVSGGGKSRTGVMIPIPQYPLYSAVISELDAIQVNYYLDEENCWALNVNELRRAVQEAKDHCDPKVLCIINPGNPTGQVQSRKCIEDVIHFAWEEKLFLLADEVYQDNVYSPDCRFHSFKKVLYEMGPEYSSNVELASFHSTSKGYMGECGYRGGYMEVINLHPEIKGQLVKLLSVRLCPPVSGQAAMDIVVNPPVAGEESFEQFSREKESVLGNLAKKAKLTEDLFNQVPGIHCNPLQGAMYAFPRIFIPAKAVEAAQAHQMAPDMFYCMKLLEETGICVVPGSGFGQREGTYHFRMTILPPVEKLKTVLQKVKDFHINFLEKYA
#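 Inhibition is scored from Amplex Red fluorescence generated when pyruvate oxidase and HRP act on pyruvate released by GPT2. Reactions contain 10ng/uL enzyme, 250uM a-KG and 2mM L-alanine and run 30 min at room temperature.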
# FLuc inh: blocks purified firefly luciferase enzyme activity; AID 1347043; purified P. pyralis luciferase, luminescence, biochemical; Potency, µM (highest dose often 115 µM), for the others: top-dose activity change, negative = inhibition, usual class: inhibitors; hit rate 2.5% among 76,000; P08659; note: potency is the fitted concentration of half-maximal effect; nearly all actives have a fitted effect of over 65% in size
# Target sequence (P08659 whole entry, looked up): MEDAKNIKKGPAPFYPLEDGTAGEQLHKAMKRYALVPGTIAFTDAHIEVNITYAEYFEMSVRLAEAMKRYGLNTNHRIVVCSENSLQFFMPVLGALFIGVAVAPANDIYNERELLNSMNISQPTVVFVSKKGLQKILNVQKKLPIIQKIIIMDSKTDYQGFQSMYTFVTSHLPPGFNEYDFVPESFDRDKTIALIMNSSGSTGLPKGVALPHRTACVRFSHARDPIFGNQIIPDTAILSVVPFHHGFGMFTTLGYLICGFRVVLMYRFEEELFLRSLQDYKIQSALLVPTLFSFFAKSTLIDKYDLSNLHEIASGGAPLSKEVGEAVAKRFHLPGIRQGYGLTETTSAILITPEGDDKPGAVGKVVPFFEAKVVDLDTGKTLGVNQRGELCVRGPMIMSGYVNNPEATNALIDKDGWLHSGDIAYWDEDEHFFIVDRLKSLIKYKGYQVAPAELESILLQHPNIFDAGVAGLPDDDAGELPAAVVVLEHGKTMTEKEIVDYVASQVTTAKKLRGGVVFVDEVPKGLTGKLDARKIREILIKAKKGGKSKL
#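 Luminescence read by CCD imaging after purified firefly luciferase (10nM final) was added to substrate buffer holding 10uM D-luciferin and 10uM ATP, pH 7.5, pre-dosed with compound.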
# HEK293 tox: cytotoxic compounds in HEK 293 cells; HEK 293 viability, ATP luminescence (CellTiter-Glo), 48-72 h; hit rate 6.6% among 94,000; Potency, µM (highest dose often 115 µM), without a hit: at the highest dose activity change, negative = cytotoxicity, hits mostly inhibitors; note: potency is the fitted concentration of half-maximal effect; nearly all actives have a fitted effect of over 60% in size
#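 ATP-coupled CellTiter-Glo luminescence served as viability read-out, recorded 10 min after reagent addition at room temperature. HEK 293 cells, 250 cells/well, had been incubated with pintool-transferred compound for 48 or 72 hr at 37 degree Celsius.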
# SNCA expr inh: reduces expression of the alpha-synuclein gene; HEK-293 SNCA-luciferase knock-in, luminescence, 24 h; Potency, µM (series often up to 57.2 µM), for the others: at the highest dose activity change, negative = inhibition, actives largely listed as inhibitors; hit rate 0.17% among 140,000; AID 1671194;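 note: potency is the fitted concentration of half-maximal effect; plate controls were DMSO cells for no effect and cell-free wells for full effect; nearly all actives have a fitted effect of over 45% in size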
# SNCA viab count: cell viability loss counter-screen; HEK-293-SNCA-luc viability, GF-AFC fluorescence, 24 h; Potency, µM (series often up to 57.1 µM), inactives show top-dose activity change, negative = cytotoxicity, actives largely listed as cytotoxic; hit rate 0.12% among 150,000; AID 1671193;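 note: potency is the fitted concentration of half-maximal effect; 0% = DMSO-treated cells and -100% = medium-only wells without cells; nearly all actives have a fitted effect of over 30% in size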
#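 Cytotoxicity counterscreen: after 24 h compound treatment of genome-edited SNCA-luciferase HEK-293 cells, live-cell protease substrate GF-AFC read by fluorescence after 30 min; activity scaled between DMSO (0%) and medium-only (-100%), curves Hill-fitted.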
# IP6K1 inh: IP6K1 kinase inhibition. activity change, % (series mostly up to about 58 µM). AID 1645851. Q92551. hit rate 0.81% among 140,000. IP6K1 kinase, ADP-Glo luminescence, 2 h; stronger effect = lower value; in the data active = activity change below about -25%
#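 ADP-Glo luminescence measures ADP made by human IP6K1 during a 2 h RT reaction with ATP/IP6 (mix at 1.3 mM/130 uM); top library doses 57.5 and 19.1 uM final.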
# 3T3 cytotox: NIH 3T3 cell cytotoxicity; NIH 3T3 viability, CellTiter-Glo ATP luminescence, 48-72 h; hit rate 4.3% among 94,000; Potency, µM (titrated, usually from 96.7 µM), without a hit: at the highest dose activity change, negative = cytotoxicity, usual class: inhibitors; AID 1345082; note: potency is the fitted concentration of half-maximal effect; nearly all actives have a fitted effect of over 55% in size
#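 Luminescent ATP readout (CellTiter-Glo, 10 min RT) after 48 or 72 hr compound exposure of NIH 3T3 cells seeded at 400 cells/well in 1536-well format; quantitative HTS.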
# The depositor's hits bear a star; i = inactive; ? = inconclusive; / = not tested or not shown; [ ] = remark or other dose. Unless noted, calls come from the whole dose curve; as a rule, active = well fitted curve in the direction sought with a large enough effect; inconclusive = small, poorly fitted or top-dose-only effect, or another doubt; inactive = no such curve, though single readings can be large; an effect the other way counts as inactive or inconclusive. Unless noted, % is set by controls: 0 for no effect and ±100 for the full control effect. These rows are one share of the data (hit frequency here may not be typical).
SMILES,GPT2 inhibitor,FLuc inh,HEK293 tox,SNCA expr inh,SNCA viab count,IP6K1 inh,3T3 cytotox
CN1CCOC[C@H]2CCN(C(=O)c3ccoc3)C[C@H]21,i,3.0%,2.2%,-14.9%,-4.2%,1.3,-13.1%
Cc1cc(C(=O)N[C@@H]2CN(Cc3ccccc3)C[C@H]2CN(C)C)nn1C,i,7.7%,-2.7%,49.5%[activator],-1.5%,-9.7,-1.8%
O=C(NCc1ccccc1)N1CCN(C(=O)N2CC3CC(C2)[C@H]2CCCC(=O)N2C3)CC1 (some centres undefined),i,-5.2%,-6.4%,-9.6%,-10.3%,-5.5,i
O=C(c1nccc2ccccc12)N1CCC2(CC1)CC(O)CCO2 (centres undefined),?,-11.7%,7.9%,9.9%,-1.1%[12.5 µM],3.3,0.1%
COc1cc(=O)n2c(c1C(=O)Nc1ccc(F)cc1)CCCC2,4.5%,7.3%,9.0%,0.8%,5.3%,5.8,i
Cc1cccc(NC(=O)Nc2ccc(C)n(CC(=O)NCCN3CCCC3)c2=O)c1,i,-24.5%,-1.9%,29.6%,-4.4%,-6.7,-13.2%
Cc1cn2nc(-c3nc(C4CCCN(C(=O)c5ccc(C)s5)C4)no3)cc2c(=O)[nH]1 (centres undefined),2.0%,-22.6%,?,41.6%[activator],-1.6%,-15.7,?
O=c1cc(-c2cccnc2)nc(-c2cccc(CN3CCNCC3)c2)[nH]1,-20.6%,-14.0%,?,1.0%,-17.1%,15.7,-10.6%
COCCNC(=O)[C@H]1C[C@H](Oc2cccnc2)CN1C(=O)Cc1c(C)noc1C,i,1.2%,i,-4.3%,-2.2%,0.1,i
CC1=C(C(=O)Nc2cccc(C(F)(F)F)c2)C(c2ccccn2)n2ncnc2N1 (centres undefined),/,/,/,10.2%,-21.1%,1.9,/
CN(C)c1ccc(-c2noc([C@@H]3CCCN3C3CCOCC3)n2)cn1,0.1%[88.5 µM],-10.4%[172 µM],-8.2%[172 µM],26.6%[87.6 µM],5.0%[87.6 µM],4.3,3.2%[174 µM]
N[C@@H](CS(=O)O)C(=O)O,-3.9%,/,/,-1.3%,1.9%,/,/
N#Cc1cccc(CN2CC3(COCC(=O)N(Cc4cccc(OC(F)(F)F)c4)C3)C2)c1,1.0%,-4.1%,?,?,-0.1%,6.1,28.2µM*
COc1ccc2[nH]c3c(c2c1)CCNC31CCN(C(=O)c2cc(C)nn2C)CC1,4.0%,5.0%,?,-8.2%,3.3%[12.5 µM],11.9,-21.4%
Cc1cc2c(c(=O)n(-c3ccccc3)c(=O)n2CC(=O)Nc2ccc3c(c2)OCO3)n1C,i,-3.5%,?,5.0%,?,32.3,?
Cc1ccc2nc(-c3ccc(C)c(NC(=O)Cc4ccccc4)c3)oc2c1,/,/,/,120.1%[activator],2.9%,7.9,/
COc1cccc(-c2ccc3c(N)c(C(=O)Nc4cc(F)ccc4F)sc3n2)c1,/,/,/,106.1%[activator],?,18.0,/
O=C(CN1CCCCCC1)N1CC(Oc2ccccc2-c2nc(C3CC3)no2)C1,i,8.4%,-26.2%,-28.0%,-0.2%,-7.4,-29.0%
CNc1ccnc(N2CCC3(CCCN(C4CCOCC4)C3=O)C2)n1 (centres undefined),i,4.5%,3.7%,-21.5%,-0.1%,-3.5,-12.6%
Cn1c(=O)n(C)c2cc(S(=O)(=O)NCC3(O)CCCNCC3)ccc21 (centres undefined),-9.8%,-4.6%,-18.5%,9.7%,10.5%,-1.8,-12.4%
Cc1nn(-c2ccccc2)c2c1C(C1CC1)N(CC1CN(C(=O)C3CCCC3)C1)C2=O (centres undefined),/,/,?,/,/,-13.9,44.7µM*
CCc1cccc(NC(=O)c2cc(S(=O)(=O)N3CCCCCC3)cn2C)c1,/,/,/,-14.1%,0.8%,-4.2,/
Cc1ccc(-n2c(C3CCN(C(=O)c4ccc(Cl)cc4)CC3)n[nH]c2=O)cc1,2.3%,6.9%,0.8%,1.8%,-1.5%,-6.3,?
CCOc1ccc(NC(=O)C2CCCCC(=O)N2)cc1 (centres undefined),1.2%,-9.7%,-4.2%,48.4%[activator],8.2%,10.5,i
O=C(c1cncc(Br)c1)N1CCC(Cc2nc(C3CCOCC3)no2)CC1,i,1.8%,?,?,-6.7%,-11.1,?
# The list continues.
SMILES,GPT2 inhibitor,FLuc inh,HEK293 tox,SNCA expr inh,SNCA viab count,IP6K1 inh,3T3 cytotox
CCOCCNc1cc(Cl)nc2ccnn12,?,-7.5%[172 µM],-28.3%[172 µM],15.2%[87.6 µM],13.0%[87.6 µM],24.4,-13.9%[138 µM]
O=C(NC1CCN(c2ccccc2)C1=O)c1cccc(Br)c1 (centres undefined),i,-11.3%,-3.9%,-5.6%,-1.3%,-10.4,-12.4%
CCOC(=O)c1ccc(N2C(=O)c3[nH]nc(-c4ccc(C)cc4)c3C2c2ccc(O)cc2)cc1 (centres undefined),/,/,/,?,?,-4.9,/
CNC(=O)[C@@H]1C[C@@H](NC(=O)c2ccc3n[nH]nc3c2)CN1C(=O)CSC,2.8%,-4.4%,0.2%,-0.2%,-2.1%,8.5,i
CCn1nc(CNC(=O)C2CC3(CCNCC3)CN2)c2ccccc21 (centres undefined),1.6%,11.2%,-3.4%,0.4%,-4.0%,-10.0,1.1%
Cc1oc(-c2cccc(Br)c2)nc1CSc1nc2ncccc2[nH]1,/,/,/,-15.7%,11.8%,-1.2,/
Cn1cc(-c2ccccc2)cc1C(=O)O,4.0%,0.9%,-8.0%,7.5%,1.3%,-6.1,i
COc1ccc(Cl)cc1C(=O)N1C[C@@H](CO)[C@H](c2ccccn2)C1,i,-0.5%,1.3%,-5.7%,2.9%,6.4,-6.4%
CCN(CC1CCCO1)C(=O)C1CCN(c2nc(-c3ccccc3)nc3c2CCC3)CC1 (centres undefined),-6.2%,2.6%,?,4.0%,-6.3%,9.4,?
COc1ccc(CN2C(=O)C(NC(=O)c3ccccc3OC)(C(F)(F)F)N=C2c2ccccc2)cc1 (centres undefined),/,/,/,-6.4%,-5.2%,-0.5,/
Cc1nc(CCNC(=O)C2CNCCO2)nc2c1CCCC2 (centres undefined),-3.1%,10.7%,-0.4%,-3.2%,-12.8%,-16.9,0.3%
COc1ccc(CN2CCOC(c3cccnc3)C2)cc1Cn1cccn1 (centres undefined),?,5.1%,?,-9.8%,1.1%,39.8,-12.8%
COc1cccc(NC(=O)c2oc3ccccc3c2NC(=O)c2ccc(C(F)(F)F)cc2)c1,/,/,/,?,3.3%,-2.6,/
CCNC(=O)C1CCCN(c2ncnc3onc(C)c23)C1 (centres undefined),/,/,/,1.5%,3.4%,-4.4,/
CC1(C)[C@H](Cc2cc(CN3CCOCC3)on2)C[C@@H]1N,-3.7%[88.5 µM],1.1%[230 µM],i,4.9%[87.6 µM],3.4%[87.6 µM],29.2,i
CNC(=O)[C@@H]1CN(Cc2ccc(C#N)cc2)C[C@H]1COC,i,7.6%,-0.6%,3.6%,-4.7%,-9.4,0.4%
CCOc1ccccc1C1C(C(=O)Nc2ccccc2)=C(C)Nc2c(C(=O)Nc3ccc(F)cc3)cnn21 (centres undefined),/,/,/,-0.9%,4.7%,3.0,/
Cc1ccccc1-c1[nH]nc2ncc(-c3cn[nH]c3)nc12,-11.5%[88.5 µM],-10.5%[230 µM],?,-23.6%[87.6 µM],-21.0%[87.6 µM],-7.1,?
CCOc1cc(C)c(CN2C[C@@H](CN(C)C)C[C@H](CO)C2)cc1C(C)C,-3.1%[11.5 µM],3.7%,35.5µM*,-24.3%,-0.5%,-8.9,31.6µM*
CCN1C(=O)CN(C(=O)c2ccncc2)CC12CCOCC2,i,/,-0.6%,46.9%[activator],-10.6%,12.8,-19.1%
COC(=O)c1ccc(NC(=O)c2c(-c3ccccc3)c(-c3ccccc3)nn(C)c2=O)cc1,/,/,/,13.9%,12.7%,9.6,/
O=C1CCN(C(=O)c2cc3ccccc3[nH]2)CCCC(CO)CCN1 (centres undefined),4.8%,-5.5%,-7.4%,12.6%,4.0%,5.9,-25.7%
COC[C@@H]1CN(C(=O)c2c(F)cccc2Cl)C[C@H]1C(N)=O,i,1.2%,-24.5%,-17.2%,?,10.6,-5.2%
O=C(c1nc(-c2ccccc2)c2ccccn12)N1CCN(c2ncccn2)CC1,-3.2%,-4.9%,79.4µM*,-27.1%,5.3%,5.4,-21.4%
CCOc1ccc(-n2ccnc2SCC(=O)Nc2cc(C)ccc2C)cc1,/,/,/,0.7%,0.0%,-13.6,/

# Some of the entries so far, with values under each structure:
# Below each compound: GPT2 inhibitor, FLuc inh, HEK293 tox, SNCA expr inh, SNCA viab count, IP6K1 inh, 3T3 cytotox
Cc1ccc2nc(-c3ccc(C)c(NC(=O)Cc4ccccc4)c3)oc2c1
→ /, /, /, 120.1%[activator], 2.9%, 7.9, /
COc1cccc(-c2ccc3c(N)c(C(=O)Nc4cc(F)ccc4F)sc3n2)c1
→ /, /, /, 106.1%[activator], ?, 18.0, /
O=C(CN1CCCCCC1)N1CC(Oc2ccccc2-c2nc(C3CC3)no2)C1
→ i, 8.4%, -26.2%, -28.0%, -0.2%, -7.4, -29.0%
CNc1ccnc(N2CCC3(CCCN(C4CCOCC4)C3=O)C2)n1 (centres undefined)
→ i, 4.5%, 3.7%, -21.5%, -0.1%, -3.5, -12.6%

# Next records
SMILES,GPT2 inhibitor,FLuc inh,HEK293 tox,SNCA expr inh,SNCA viab count,IP6K1 inh,3T3 cytotox
COc1ccc(C(=O)N[C@@H]2CN(S(C)(=O)=O)C[C@H]2CN(C)C)c(C)c1,-2.8%,-4.4%,-4.1%,-8.8%,1.5%,4.6,-9.8%
COc1cc(CN2C[C@@H]3C(=O)N(Cc4ccc5c(c4)OCO5)C(=O)[C@@H]3C2)cc(OC)c1,-1.4%,5.6%,?,5.7%,1.9%,-5.1,-21.1%
COC1CCN(C(=O)Cc2c[nH]c3ncc(-c4cccnc4)cc23)CC1,-26.0%[88.5 µM],-6.8%[172 µM],3.6%[172 µM],5.4%[87.6 µM],-14.1%[87.6 µM],-10.7,79.4µM*
COc1cccc(CSc2nc3ccncc3n2CC(=O)Nc2ccc(OC)c(OC)c2OC)c1,/,/,/,11.6%,3.0%,10.5,/
Cc1ccccc1N(C)C1CN(Cc2cccs2)C1,-5.8%[88.5 µM],1.2%[172 µM],?,5.1%[87.6 µM],-5.1%[87.6 µM],3.0,?
Cc1ccc(CN(Cc2ccco2)C(=O)c2ccccc2Br)o1,/,/,/,7.2%,1.9%,-12.0,/
CN(Cc1cccn1C)C(=O)C1CC1,i,-0.8%[230 µM],-12.1%[230 µM],12.6%[87.6 µM],-11.1%[87.6 µM],-3.2,-24.1%[174 µM]
COCCC1(NC(=O)C2CCOCC2)CCN(C(=O)C2CCCCC2)CC1,-17.6%,-4.1%,0.2%,-5.3%,5.8%,-8.4,-9.7%
COc1ccc(-c2noc(CSc3nnc(C)n3-c3ccc(C)c(C)c3)n2)c(OC)c1,/,/,/,11.0%,-13.6%,-1.2,/
COc1ccc(C(=O)Nc2nc3c(s2)CCc2cc(OC)ccc2-3)cc1,/,/,/,35.7%[activator],-2.4%,17.8,/

# Screening data from PubChem BioAssay.
